OX1R FRET antag: blocks the human orexin 1 receptor. inhibition, % at 6.6 µM. AID 485270. OX1R-expressing cells, FRET antagonist read-out. 330,000 tested, 1.8% active. O43613; in the data active = inhibition mostly above about 38%, no sharp cut-off; inactive = mostly below about 40%;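 also: 0% = agonist challenge alone and 100% = reference antagonist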
Target sequence (O43613 whole entry, looked up): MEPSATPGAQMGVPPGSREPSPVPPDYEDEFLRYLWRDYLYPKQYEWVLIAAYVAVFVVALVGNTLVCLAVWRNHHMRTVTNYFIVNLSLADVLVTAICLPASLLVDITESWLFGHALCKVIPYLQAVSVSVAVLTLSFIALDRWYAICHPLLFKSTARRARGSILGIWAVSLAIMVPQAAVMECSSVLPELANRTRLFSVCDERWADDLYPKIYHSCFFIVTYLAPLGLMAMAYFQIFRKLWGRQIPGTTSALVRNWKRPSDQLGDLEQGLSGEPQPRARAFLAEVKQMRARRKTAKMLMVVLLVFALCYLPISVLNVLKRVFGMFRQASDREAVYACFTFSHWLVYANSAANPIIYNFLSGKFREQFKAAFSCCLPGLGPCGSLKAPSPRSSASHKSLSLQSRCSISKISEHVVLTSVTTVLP
STK33 inh: human STK33 kinase inhibition. AID 2661. purified STK33, MBP phosphorylation, ADP-Glo luminescence. inhibition, % at 10 µM. 320,000 tested, 0.073% active;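 active = inhibition at or above 25%, using the most active replicate where run in duplicate; inactive = inhibition below 25%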
Target sequence (Q9BYT3 whole entry, looked up): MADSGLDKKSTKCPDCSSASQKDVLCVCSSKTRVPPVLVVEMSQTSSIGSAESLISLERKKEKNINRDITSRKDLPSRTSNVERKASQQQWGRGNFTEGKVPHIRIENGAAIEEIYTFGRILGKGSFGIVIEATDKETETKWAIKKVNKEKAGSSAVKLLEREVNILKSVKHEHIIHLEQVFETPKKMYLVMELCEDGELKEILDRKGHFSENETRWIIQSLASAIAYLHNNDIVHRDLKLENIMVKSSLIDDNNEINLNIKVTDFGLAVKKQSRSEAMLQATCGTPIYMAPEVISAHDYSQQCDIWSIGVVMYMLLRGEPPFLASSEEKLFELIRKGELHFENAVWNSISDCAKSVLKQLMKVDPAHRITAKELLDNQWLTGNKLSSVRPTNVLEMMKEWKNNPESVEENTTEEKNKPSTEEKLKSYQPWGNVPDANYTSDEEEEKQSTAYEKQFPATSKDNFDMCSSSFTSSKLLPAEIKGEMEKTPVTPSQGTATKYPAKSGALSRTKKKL
* hit, by the source's call.

What do the screens show for `O=S(=O)(c1ccc2ccccc2c1)N(CC(O)CN1CCOCC1)c1ccccc1` (configuration not stated)?
OX1R FRET antag: 18; STK33 inh: 0.3

Results for Cc1ccccc1CN1CCNC(=O)C1CC(=O)NCCC1=CCCCC1 (configuration not stated) ?
OX1R FRET antag: 13; STK33 inh: -0.2

How did Cc1cc(OCC(=O)NC(Cc2c[nH]c3ccc(O)cc23)C(=O)O)c2c(C)c(C)c(=O)oc2c1 (configuration not stated) do in these assays?
OX1R FRET antag: 13; STK33 inh: 0.6

How did COc1ccc(CC(=O)Nc2cccc(C(=O)Nc3ccccc3C(=O)O)c2)cc1OC do in these assays?
OX1R FRET antag: -8; STK33 inh: 1.8

Results for CC1CCC(N(CCCN)Cc2ccco2)CC1C (configuration not stated) ?
OX1R FRET antag: 1; STK33 inh: 0.8

How did CCOC(=O)c1nc(C)nc(Sc2n[nH]c(-c3ccc(C(C)(C)C)cc3)n2)c1C do in these assays?
OX1R FRET antag: 3; STK33 inh: 0.4

What do the screens show for `COc1cc2ccc(=O)oc2cc1OCC(O)C(C)(C)O` (configuration not stated)?
OX1R FRET antag: 2; STK33 inh: 0.0

What do the screens show for `COc1ccc(N2Cc3ccccc3C2)cc1Cl`?
OX1R FRET antag: 32; STK33 inh: -0.2

What do the screens show for `COc1cc(C=O)c(-c2c(C=O)cc(OC)c3c2OCO3)c2c1OCO2`?
OX1R FRET antag: -4; STK33 inh: 0.2

What do the screens show for `O=C(CCn1c(=O)[nH]c2ccccc2c1=O)N1CCN(c2cccc(C(F)(F)F)c2)CC1`?
OX1R FRET antag: 2; STK33 inh: -0.5

What do the screens show for `Cc1ccc(NC(=O)COC(=O)c2cccc(N3C(=O)c4ccccc4C3=O)c2)cc1`?
OX1R FRET antag: 8; STK33 inh: -1.1

What do the screens show for `CCOC(=O)c1ccc(Nc2ncnc3nc[nH]c23)cc1`?
OX1R FRET antag: 39; STK33 inh: -0.9

How did CNC(=O)Nc1cccc(NC(=O)NC)n1 do in these assays?
OX1R FRET antag: 17; STK33 inh: 0.2

Results for COc1ccc(-n2cc([N+](=O)[O-])c(=O)c3ccc(Cl)cc32)cc1 ?
OX1R FRET antag: 9; STK33 inh: -0.6

Results for O=C(NCc1ccco1)c1ccc(N2CCOCC2)c([N+](=O)[O-])c1 ?
OX1R FRET antag: 30; STK33 inh: -2.0

How did COc1ccc(OC)c(S(=O)(=O)NCCc2cn3ccsc3n2)c1 do in these assays?
OX1R FRET antag: 10; STK33 inh: -1.2

How did O=C(O)COc1ccccc1/C=N/NC(=O)CSc1nc2ccccc2n1Cc1ccc(Cl)cc1 do in these assays?
OX1R FRET antag: 3; STK33 inh: -2.4

How did COc1ccc(-c2cc(COc3ccccc3)on2)cc1 do in these assays?
OX1R FRET antag: 30; STK33 inh: 1.1

How did Cc1ccc(CSc2ncnc3c2cnn3Cc2ccccc2)cc1 do in these assays?
OX1R FRET antag: 1; STK33 inh: -0.2

Results for Cc1cccc(N(CC(=O)N2CCCCCC2)S(C)(=O)=O)c1 ?
OX1R FRET antag: -8; STK33 inh: -0.4

What do the screens show for `COc1ccc(N2CCN(c3ccc(NC(=O)c4ccc5c(c4)OCO5)cc3C#N)CC2)cc1`?
OX1R FRET antag: 11; STK33 inh: -1.6

Results for CC1=CN2CC(O)CN=C2C=C1 (configuration not stated) ?
OX1R FRET antag: -2; STK33 inh: 0.2

Results for Cn1c(Cl)c(C(=O)Nc2ccc(Cl)cc2)c2ccccc21 ?
OX1R FRET antag: 40; STK33 inh: -0.6

Results for CC(/C=C/c1ccccc1)=N/NC(=O)C(O)c1ccccc1 (configuration not stated) ?
OX1R FRET antag: 11; STK33 inh: -0.9

How did COc1ccc(COc2cc(-c3cccc(OC)c3)nc3ccc(NC(=O)c4ccccc4)cc23)cc1 do in these assays?
OX1R FRET antag: 28; STK33 inh: 2.2

What do the screens show for `O=C(Cc1ccc([N+](=O)[O-])cc1)Nc1ccc(Cl)cc1`?
OX1R FRET antag: 17; STK33 inh: -1.7

How did CCCc1nc(SC)[nH]c(=O)c1C do in these assays?
OX1R FRET antag: 2; STK33 inh: -0.4

Results for Cc1ccc(C)c(N/N=C2\CCCNC2=O)c1 ?
OX1R FRET antag: 10; STK33 inh: 0.7

What do the screens show for `CC(C)N(C(=O)[C@H]1C[C@H](CC(=O)NCCc2ccccn2)C(=O)N2CCc3c([nH]c4cc(CCC(=O)N(C)C)ccc34)[C@]12C)C(C)C`?
OX1R FRET antag: 5

What do the screens show for `CCN(CC)CCCN1C(=O)c2oc3ccccc3c(=O)c2C1c1cccnc1` (configuration not stated)?
OX1R FRET antag: 26; STK33 inh: -0.6

What do the screens show for `CCOC(=O)CNc1nc(Cl)nc(NC(C)(C)C)n1`?
OX1R FRET antag: 13; STK33 inh: -0.6

How did COC(=O)c1cn(C(=O)c2ccco2)c2ccccc12 do in these assays?
OX1R FRET antag: 8; STK33 inh: 2.4

How did OC1CCN(c2cc(-c3ccccc3)nc3cc(-c4ccc(F)cc4)nn23)CC1 do in these assays?
OX1R FRET antag: 14; STK33 inh: 1.5

Results for CN(C(=O)COC(=O)c1cnc(Cl)c(Cl)c1)C1CCCCC1 ?
OX1R FRET antag: 20; STK33 inh: -0.9

Results for CCCC1(c2ccccc2)NC(=O)N(CC(=O)Nc2ccc3c(c2)OCCO3)C1=O (configuration not stated) ?
OX1R FRET antag: 3; STK33 inh: 0.9

How did COc1cc(S(=O)(=O)N(Cc2ccco2)C2CCCC2)ccc1-n1cnnn1 do in these assays?
OX1R FRET antag: 18; STK33 inh: -0.9

What do the screens show for `COC(=O)/C=c1/s/c(=C(/C#N)C(=O)NCc2ccccc2)n(-c2ccccc2)c1=O`?
OX1R FRET antag: 26; STK33 inh: -0.5

Results for COC(=O)Cc1ccc(OC(=O)C2CCN(S(=O)(=O)c3ccc(OC)c(OC)c3)CC2)cc1 ?
OX1R FRET antag: -3; STK33 inh: -1.7

Results for CCOC(=O)CN1CC23C=CC(O2)C(C(=O)NCc2ccc(C)cc2)C3C1=O (configuration not stated) ?
OX1R FRET antag: 2; STK33 inh: 0.4

Results for Cc1ccccc1CN1CCc2c(OCC(=O)N3CCCCC3)cccc2C1=O ?
OX1R FRET antag: 4; STK33 inh: -1.8

Sorted by number of heavy atoms (largest number first): some entries from above
Results for COC(=O)Cc1ccc(OC(=O)C2CCN(S(=O)(=O)c3ccc(OC)c(OC)c3)CC2)cc1 ?
OX1R FRET antag: -3; STK33 inh: -1.7

What do the screens show for `Cc1ccc(NC(=O)COC(=O)c2cccc(N3C(=O)c4ccccc4C3=O)c2)cc1`?
OX1R FRET antag: 8; STK33 inh: -1.1

What do the screens show for `O=S(=O)(c1ccc2ccccc2c1)N(CC(O)CN1CCOCC1)c1ccccc1` (configuration not stated)?
OX1R FRET antag: 18; STK33 inh: 0.3

How did OC1CCN(c2cc(-c3ccccc3)nc3cc(-c4ccc(F)cc4)nn23)CC1 do in these assays?
OX1R FRET antag: 14; STK33 inh: 1.5

What do the screens show for `COc1cc(C=O)c(-c2c(C=O)cc(OC)c3c2OCO3)c2c1OCO2`?
OX1R FRET antag: -4; STK33 inh: 0.2

How did Cc1ccc(CSc2ncnc3c2cnn3Cc2ccccc2)cc1 do in these assays?
OX1R FRET antag: 1; STK33 inh: -0.2

Results for O=C(NCc1ccco1)c1ccc(N2CCOCC2)c([N+](=O)[O-])c1 ?
OX1R FRET antag: 30; STK33 inh: -2.0

What do the screens show for `COc1cc2ccc(=O)oc2cc1OCC(O)C(C)(C)O` (configuration not stated)?
OX1R FRET antag: 2; STK33 inh: 0.0

Results for CC1CCC(N(CCCN)Cc2ccco2)CC1C (configuration not stated) ?
OX1R FRET antag: 1; STK33 inh: 0.8

What do the screens show for `COc1ccc(N2Cc3ccccc3C2)cc1Cl`?
OX1R FRET antag: 32; STK33 inh: -0.2

Results for Cc1ccc(C)c(N/N=C2\CCCNC2=O)c1 ?
OX1R FRET antag: 10; STK33 inh: 0.7

Results for CC1=CN2CC(O)CN=C2C=C1 (configuration not stated) ?
OX1R FRET antag: -2; STK33 inh: 0.2

As a working copy, part of the list above:
What do the screens show for `COc1ccc(N2CCN(c3ccc(NC(=O)c4ccc5c(c4)OCO5)cc3C#N)CC2)cc1`?
OX1R FRET antag: 11; STK33 inh: -1.6

Results for CC1=CN2CC(O)CN=C2C=C1 (configuration not stated) ?
OX1R FRET antag: -2; STK33 inh: 0.2

New compounds follow
Results for CC(C)(C)NC(=O)COc1ccc(CNCc2ccccn2)cc1 ?
OX1R FRET antag: -1; STK33 inh: -2.4

What do the screens show for `Cc1ccc(/C=C/c2nc3ccccc3c(=O)n2CCc2ccccc2)cc1`?
OX1R FRET antag: 8; STK33 inh: -0.1

How did Oc1ccc(/C=N/Nc2ccnc3cc(Cl)ccc23)c(O)c1O do in these assays?
OX1R FRET antag: 3; STK33 inh: 8.9

How did COc1ccc2c(c1)OC(c1ccccc1)(C(F)(F)F)NC2=O (configuration not stated) do in these assays?
OX1R FRET antag: 6

Results for O=C(COC(=O)C1COc2ccccc2O1)Nc1ccc2c(c1)CCC2 (configuration not stated) ?
OX1R FRET antag: 15; STK33 inh: 0.8

What do the screens show for `COc1cc2[nH]c(=O)n(CCC(=O)N3CCN(c4cccc(C)c4C)CC3)c(=O)c2cc1OC`?
OX1R FRET antag: 4; STK33 inh: -0.9

How did C=CCn1c(SCC(=O)NCCc2ccccc2)nnc1C(C)NC(=O)c1cccs1 (configuration not stated) do in these assays?
OX1R FRET antag: 13; STK33 inh: -1.2

Results for CCCCONc1ncnc2nonc12 ?
OX1R FRET antag: 5; STK33 inh: -2.8

How did NC(=O)COc1ccc(NS(=O)(=O)Cc2ccccc2)cc1 do in these assays?
OX1R FRET antag: 5; STK33 inh: -2.0

How did Cc1ccc(S(=O)(=O)NC(CC(=O)NCc2ccco2)c2ccco2)cc1 (configuration not stated) do in these assays?
OX1R FRET antag: 9; STK33 inh: -1.4

How did Cc1cc(C(=O)COC(=O)c2ccc(O)cc2)c(C)n1CC1CCCO1 (configuration not stated) do in these assays?
OX1R FRET antag: 11; STK33 inh: -2.4

Results for CC(=O)N1CN(Cc2ccccn2)Cc2c1sc1c2CCCC1 ?
OX1R FRET antag: 20; STK33 inh: 0.7

Results for COc1cccc(C2NC(=O)c3sc(=S)n(-c4ccccc4)c3N2)c1 (configuration not stated) ?
OX1R FRET antag: 13; STK33 inh: -0.2

What do the screens show for `Brc1cnc2ccccc2c1N1CCCCC1`?
OX1R FRET antag: 12; STK33 inh: -0.8

How did COc1ccc(N2CCN(C(=O)NC(=O)c3ccccc3)CC2)cc1 do in these assays?
OX1R FRET antag: -2; STK33 inh: -0.2

Results for C=CCn1c(=NC(=O)c2cc(-c3cccs3)nc3ccccc23)sc2cc(S(N)(=O)=O)ccc21 ?
OX1R FRET antag: 4; STK33 inh: -0.9

Results for CN1C(=O)C(C)(C)c2cc(S(=O)(=O)N3CCN(c4ccccc4F)CC3)ccc21 ?
OX1R FRET antag: 3; STK33 inh: 0.1

How did O=S(=O)(NC1=NCCCCC1)c1ccc(F)cc1F do in these assays?
OX1R FRET antag: 5; STK33 inh: 0.4

How did CCCCCn1c(CN2CCN(C(=O)c3ccco3)CC2)nc2c1c(=O)n(C)c(=O)n2C do in these assays?
OX1R FRET antag: 15; STK33 inh: 0.7

What do the screens show for `OCCCNc1ncnc2oc(-c3ccccc3)c(-c3ccccc3)c12`?
STK33 inh: 15

How did COCCCNC(=O)CC1C[C@H](C(=O)N2CCOCC2)[C@@]2(C)c3[nH]c4ccccc4c3CCN2C1=O (some centres not stated) do in these assays?
OX1R FRET antag: 3; STK33 inh: -0.5

What do the screens show for `COCCOC(=O)c1c(NC(=O)CN2CCOCC2)sc(C(N)=O)c1C`?
OX1R FRET antag: 16; STK33 inh: -0.1

Results for Cc1nn(Cc2c(F)c(F)c(F)c(F)c2F)c(C)c1NC(=O)c1nn(C)c(C)c1Br ?
OX1R FRET antag: 12; STK33 inh: -0.3

What do the screens show for `O=C(O)c1cccnc1Br`?
OX1R FRET antag: 10; STK33 inh: 0.4

What do the screens show for `CCNc1ccc2noc3c2c1C(=O)c1ccccc1-3`?
OX1R FRET antag: 123*; STK33 inh: 12

How did Cc1cc(=O)n2nc(N3CCCC(C(=O)NC4CCCCC4C)C3)sc2n1 (configuration not stated) do in these assays?
OX1R FRET antag: 19; STK33 inh: 1.7

Results for CC(=O)Nc1ccc(S(=O)(=O)N(C2=NCC(C)S2)c2ccccc2)cc1 (configuration not stated) ?
OX1R FRET antag: 1; STK33 inh: -0.7

Results for O=C(Nc1ccc2c(c1)OCO2)c1ccc(Cl)nc1 ?
OX1R FRET antag: 11; STK33 inh: -2.5

Results for NNC(=O)CCc1nc2ccc(O)cc2[nH]1 ?
OX1R FRET antag: 13; STK33 inh: -0.1

What do the screens show for `COC(=O)c1cc(NC(=O)COC(=O)CCc2nc3ccccc3c(=O)[nH]2)cc(C(=O)OC)c1`?
OX1R FRET antag: 10; STK33 inh: -0.6

How did Cn1c(=O)c2ncn(CC(=O)N/N=C/C=C/c3ccccc3)c2n(C)c1=O do in these assays?
OX1R FRET antag: 45; STK33 inh: 0.9

How did O=C(O)c1ccc(NS(=O)(=O)c2cccc(C(=O)Nc3ccc(Br)cc3)c2)cc1 do in these assays?
OX1R FRET antag: 6; STK33 inh: -2.4

How did CC(NC(=O)Cc1ccccc1)C1COc2ccccc2O1 (configuration not stated) do in these assays?
OX1R FRET antag: 8; STK33 inh: -0.7

What do the screens show for `COc1cc(OC)cc(-n2nnnc2SCC(=O)N2CCCc3ccccc32)c1`?
OX1R FRET antag: 6; STK33 inh: -1.1

How did COc1ccc(/C=C\C(=O)c2c(O)ccc3c(C)cc(=O)oc23)cc1 do in these assays?
OX1R FRET antag: 32; STK33 inh: -4.7

How did O=C(c1cc2cc([N+](=O)[O-])ccc2s1)N1CCOCC1 do in these assays?
OX1R FRET antag: 46*; STK33 inh: -1.7

How did CCc1ccc(N(C(=O)c2snc(C(N)=O)c2N)C(C(=O)NCC2CCCO2)c2ccco2)cc1 (configuration not stated) do in these assays?
OX1R FRET antag: 1; STK33 inh: 0.3

Results for CCOC(=O)c1ccc2c(c1)N(C)C(=O)c1ccccc1S2 ?
OX1R FRET antag: -6; STK33 inh: 0.3

What do the screens show for `CC[C@]1(c2cccc(C)c2)C(=O)N(C(=O)OC)N1C(=O)OC`?
OX1R FRET antag: 21; STK33 inh: 0.2

How did O=C(OCC(=O)N1CCCCC1)c1ccc2ccccc2n1 do in these assays?
OX1R FRET antag: 8; STK33 inh: -0.5

From PubChem BioAssay
